Screening data (PubChem BioAssay)
Yfh1-off respiration: enhancers of respiration in Yfh1-depleted yeast, dose response, Friedreich's ataxia, plus single-dose screen (AID 1465); fold induction at 50 µM, or EC50 in µM where a hit was titrated; 220,000 compounds, 0.074% hits; S. cerevisiae Yfh1-off respiration, WST-1 reduction, 72 h; higher fold induction means a stronger effect;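 active = fold induction of absorbance versus untreated yeast above a set limit, then at least 30% activation at any dose in follow-up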;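 note: activators that raise dye reduction in frataxin-depleted yeast; strong numbers were not always called active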
MT stabilize HCS: stabilizes microtubules in HeLa cells; HeLa tubulin immunostaining HCS, 24 h; share of cells brighter than vehicle mean+2SD; % tubulin-high responders, % at 10 µM; 200,000 compounds, 0.83% hits;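 active = plate Z-score above 3 for both tubulin-high and condensed-nucleus cell shares, with cell loss under 80%, at 10 µM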;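 note: anti alpha tubulin signal scored within the nucleus-defined area of each cell; some results filed as inactive read as strong as hits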
P. falciparum M1AAP: malaria alanyl aminopeptidase activity blockers – biochemical, fluorogenic H-Leu-NHMec substrate, 1536-well (AID 1445). recombinant M1AAP, H-Leu-NHMec fluorogenic kinetic assay; higher % means a stronger effect. inhibition, % at 30 µM, or IC50 in µM where a hit was titrated. 220,000 compounds, 0.42% hits;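 active = primary inhibition above the hit cutoff, then over 50% inhibition at one or more dose response concentrations, cut at about 23% in these data, passing the limit was not always enough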;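 note: plate controls were DMSO full reaction for no effect and no enzyme background for full effect; strong numbers were not always called active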
b-catenin transl: modulators of beta-catenin nuclear translocation; nuclear translocation activity, % at 5 µM; HeLa beta-catenin nuclear translocation, immunofluorescence imaging; AID 1665; 190,000 compounds, 0.3% hits;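 active = nuclear translocation activity above 50% at 5 µM, with a well cell count of 50 or more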;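 note: per-cell ratio of nuclear to cytoplasmic median beta-catenin stain intensity; plate controls were DMSO negative control for no effect and GSK-3 inhibitor IX positive control for full effect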
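Test system: HeLa cells, endogenous beta-catenin; Compound: single 5 µM dose plus 0.02–20 µM confirmation series; Times: compound exposure 24 h at 37°C; Signal: fluorescence imaging of beta-catenin antibody stain plus DAPI; Read-out: % activation, nuclear-to-cytoplasmic median beta-catenin signal ratio per cell.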
Dynein cargo inh: dynein cargo transport inhibition | 3617.4 mouse cells, GR-EGFP nuclear translocation imaging; test concentration mostly 20 µM; stimulated with dexamethasone, 1 µM; stronger effect = lower value | 220,000 compounds, 0.47% hits | z-score, hits read low;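 active = plate z-score of nuclear minus cytoplasmic receptor signal below a set negative limit, without overly bright fluorescence or cell loss, cut at about -3.5 in these data, passing the limit was not always enough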;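 note: z-score of nuclear minus cytoplasmic ring GR-EGFP intensity difference per well; some compounds called inactive have numbers as strong as hits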
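Medium: Induction medium lacking tetracycline, stripped serum | Probe or stimulus: 1.0 µM final dexamethasone stimulus | Schedule: 48 h induction, then 1 h compound, then 30 min agonist, 37 °C | Signal: Automated 10x imaging of fixed Hoechst-stained cells | Evaluation: Per-cell GR-EGFP intensity, nucleus versus surrounding cytoplasmic ring, well-averaged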
WT yeast gro inh: growth inhibition of WT yeast, mitochondrial fusion screen. inhibition, % at 10 µM. mitochondrial fusion phenotypic screen, WT strain. 190,000 compounds, 2.1% hits. AID 1362; in the data active = inhibition above about 58%; tested in S. cerevisiae
Autophagy HCS: modulators of autophagy; MEF GFP-LC3 puncta imaging; test concentration mostly 10 µM; calls only at 10 µM (by protocol); 190,000 compounds, 0.98% hits; AID 463193;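 active = percentage of spot-positive cells more than 3 SD above its plate mean, without a fluorescence outlier flag or 80% toxicity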;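 note: spot-positive cell cutoff set from DMSO-treated cells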
T cell HTS: modulates CD8 T cell binding to vesicles | 2C CD8+ T cell-vesicle binding, flow cytometry; stronger effect = lower value | 330,000 compounds, 0.068% hits | calls only at 7 µM;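 active = response, share of CD8 T cells binding vesicles, and their 90th percentile fluorescence all below set limits, cut at about 80% in these data, passing the limit was not always enough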
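Test system: purified 2C TCR transgenic mouse naive CD8+ T cells. Probe or stimulus: QL9-peptide-loaded Drosophila micro-vesicles bearing Ld, ICAM-1 and B7-1. Incubation: binding step 1.5 h, 37 °C, antibody labelling 20 min, ice. Measured by: flow cytometry of vesicle-bound cells.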
P. falciparum M17LAP: P. falciparum M17LAP inhibitors, primary screen, biochemical, fluorogenic H-Leu-NHMec substrate, 1536-well (AID 1619); recombinant M17LAP, H-Leu-NHMec fluorogenic kinetic assay; higher % means a stronger effect; inhibition, % at 30 µM, or IC50 in µM where a hit was titrated; 220,000 compounds, 0.38% hits;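 active = compound inhibiting the enzyme by more than half at any dose during confirmatory dose-response retesting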;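 note: plate controls were full reaction with DMSO carrier for no effect and no enzyme background for full effect; strong numbers were not always called active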
WT yeast gro inh mutant strain: also measured in WT yeast gro inh; calls as there; inhibition, %; mitochondrial fusion phenotypic screen, mutant strain inhibition
Dynein cargo inh cytoplasmic EGFP: recorded beside Dynein cargo inh, whose call it bears; z-score; measured here: cytoplasmic GR-EGFP intensity; stronger effect = higher value
Dynein cargo inh nuclear GR-EGFP: further read-out of Dynein cargo inh, marked with its call; z-score; measured here: nuclear GR-EGFP intensity;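 lower value marks the stronger effect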
Dynein cargo inh cell count: also measured in Dynein cargo inh; calls as there; z-score; measured here: cell count per field
b-catenin transl cell count 5 µM: further read-out of b-catenin transl, marked with its call; cell count; measured here: cell count, cytotoxicity flag
T cell HTS vesicle-bound %: also measured in T cell HTS; calls as there; double positive events, %; measured here: CD8+ vesicle-bound cell fraction;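 binding gate set so that unloaded-vesicle control wells show 10% double positive cells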
MT stabilize HCS Hoechst-high %: second read-out of MT stabilize HCS, no call of its own (marks repeat the call); % Hoechst-high responders; measured here: nuclear condensation Hoechst responders;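 share of cells brighter than vehicle mean plus two SD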
MT stabilize HCS cytotoxicity %: further read-out of MT stabilize HCS, marked with its call; toxicity, %; measured here: cytotoxicity by cell density;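 0% = mean cell density of plate MIN control wells and 100% = no cells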
Autophagy HCS cell loss 18 h: also measured in Autophagy HCS; calls as there; toxicity, %; measured here: cell loss, nuclei count;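 cell loss after 18 h compound exposure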
* marks the source's active call; other numbers are inactive results; i = inactive; · = no result given; + = active, no number. An unsorted share of the library. Share with any hit: about 4.4%.

SMILES | Yfh1-off respiration | MT stabilize HCS | MT stabilize HCS Hoechst-high % | MT stabilize HCS cytotoxicity % | P. falciparum M1AAP | b-catenin transl | b-catenin transl cell count 5 µM | Dynein cargo inh | Dynein cargo inh cytoplasmic EGFP | Dynein cargo inh nuclear GR-EGFP | Dynein cargo inh cell count | WT yeast gro inh | WT yeast gro inh mutant strain | Autophagy HCS | Autophagy HCS cell loss 18 h | T cell HTS | T cell HTS vesicle-bound % | P. falciparum M17LAP
Cc1ccccc1OCC(=O)NCC1CCCO1 (stereo unspecified) | i | 1.8 | 1.1 | 3.5 | 14% | · | · | -0.54 | -0.19 | -0.038 | -0.65 | 2 | -8 | i | -2 | i | 26 | -2%
Cc1ccc(-c2ccc(S(=O)(=O)NCc3ccco3)cc2)cc1 | i | 4.0 | 1.7 | 10 | 4% | 1.4 | 983 | -1.1 | -0.21 | -0.63 | 0.64 | 9 | 6 | i | -6 | i | 1 | -3%
Cc1ccccc1N(CC(=O)N/N=C/c1cc(C)n(-c2ccccc2C)c1C)S(C)(=O)=O | i | 1.9 | 1.2 | 7.8 | 4% | 2.0 | 1042 | 0.39 | -0.14 | 0.65 | 0.66 | -6 | 1 | i | -16 | i | 50 | 8%
Cc1cc(NC(=O)CCCN2C(=O)c3cccnc3C2=O)no1 | · | 3.4 | 1.7 | 3.8 | -4% | -1.0 | 978 | -0.097 | 0.4 | 0.73 | -1.4 | 10 | 7 | i | 0 | i | 26 | 0%
O=C(COC(=O)c1cnccn1)Nc1cccc2ccccc12 | i | 1.8 | 2.5 | 11 | 9% | -0.4 | 1130 | -0.96 | -0.33 | -0.42 | 1.1 | -7 | 2 | i | 15 | i | 24 | 22%
N/C(=N\OC(=O)CCc1ccccc1)c1cccnc1 | i | 5.9 | 1.3 | 5.0 | -2% | 2.6 | 966 | -0.69 | -0.27 | -0.13 | 0.56 | -6 | -14 | i | 4 | i | 59 | 31%
Cc1ccccc1C(=O)NC1CCN(Cc2nnnn2CCc2ccccc2)CC1 | i | 3.4 | 1.0 | 7.5 | -2% | · | · | 2.4 | -0.27 | 1.4 | -1.1 | 5 | 8 | i | 2 | i | 29 | 3%
CC1CCC/C(=N\NC(=O)COc2ccc(Cl)cc2Cl)C1 (stereo unspecified) | · | 2.3 | 1.5 | 5.8 | -3% | · | · | 1.1 | 0.67 | 0.73 | -0.9 | 2 | -11 | i | -17 | i | 54 | -10%
Nc1cnccc1C(=O)O | i | 1.7 | 1.8 | 0.8 | 5% | -0.6 | 1036 | -0.62 | -0.28 | -0.33 | 0.56 | 3 | 4 | i | -37 | i | 62 | -13%
CC(NC(=O)c1ccc(C(F)(F)F)cc1)C(c1ccccc1)N1CCOCC1 (stereo unspecified) | i | 2.6 | 2.5 | 8.2 | -2% | -1.6 | 1144 | -0.47 | -0.29 | -0.01 | -0.58 | -3 | 8 | i | -1 | i | 60 | 2%
O=C(NCc1ccco1)NC(=O)c1csc([N+](=O)[O-])c1 | i | · | · | · | 2% | -0.1 | 1293 | 0.1 | -0.26 | 0.57 | -0.44 | · | · | · | · | i | 30 | 2%
CCOC(=O)c1cc(-c2csc(COc3ccccc3Cl)n2)on1 | i | · | · | · | -4% | -0.9 | 994 | 0.41 | -0.13 | 0.0065 | -0.12 | · | · | · | · | i | 17 | 2%
Cc1cc(NNC(=O)c2ccccc2)nc(NNC(=O)c2ccccc2)n1 | i | 2.5 | 1.7 | 4.8 | 0% | 0.5 | 1555 | -0.76 | -0.34 | -0.31 | 0.97 | -2 | 5 | i | -2 | i | 50 | 6%
CCCCOc1ccc(Br)cc1/C(C)=N/NC1=NCCN1 | i | 7.7 | 24 | 44 | 5% | 52* | 533* | -0.32 | 1.4 | 0.056 | -4 | 77 | 82 | + | 71* | i | 13 | 2%
COc1cc(C=O)ccc1OS(=O)(=O)c1ccccc1[N+](=O)[O-] | i | 4.7 | 1.3 | 5.3 | 10% | -1.6 | 832 | 0.88 | -0.24 | 0.64 | -1 | 5 | -1 | i | 11 | i | 60 | -4%
COc1ccc(CCN(C(=O)c2ccccc2)C2=CC3CCC(C2)N3C)cc1OC (stereo unspecified) | i | 1.6 | 1.0 | 8.4 | 16% | -2.4 | 661 | -0.74 | -0.22 | -0.3 | 0.95 | -17 | -6 | i | 0 | · | · | -11%
COc1ccc(OC)c(C2C3=C(COC3=O)Nc3cc4c(cc32)OCO4)c1 (stereo unspecified) | i | 10 | 42 | 43 | 4% | 111* | 842* | 0.63 | -0.039 | 1.1 | 0.014 | -6 | 10 | i | 56 | i | 9 | -9%
CN1CCN(S(=O)(=O)c2ccc(NC(=S)NC(=O)C(C)(C)C)cc2)CC1 | i | 2.2 | 1.3 | 8.8 | 8% | -1.8 | 1036 | -0.84 | -0.3 | -0.47 | 1.1 | 0 | -10 | i | 5 | i | 26 | -5%
CCOC(=O)c1sc(NC(=O)Nc2ccccc2)cc1C | i | 2.8 | 3.5 | 9.5 | 2% | · | · | 0.83 | -0.28 | 0.075 | -0.28 | 41 | 8 | i | -11 | i | 45 | 2%
O=C(NCCNc1ccc([N+](=O)[O-])cc1)c1cccc(Br)c1 | i | 2.5 | 3.1 | 5.4 | -2% | -1.5 | 507 | 0.31 | 0.8 | -0.07 | 0.58 | 14 | -6 | i | -3 | i | 7 | 5%
CCNC(=O)CC1C(=O)N(CC)C(=S)N1NC(=O)c1ccc(Cl)cc1 (stereo unspecified) | i | 2.9 | 1.6 | 0.6 | 5% | · | · | -1.1 | -0.21 | -0.54 | 0.092 | 29 | 21 | i | -1 | i | 34 | -3%
CCc1cc2c(-n3nc(C)cc3C)ncnc2s1 | i | 4.4 | 2.1 | 7.4 | 5% | 3.0 | 502 | 0.15 | -0.2 | 0.5 | -1.1 | 11 | 5 | i | -10 | i | 50 | 11%
CCOC(=O)c1sc(C)c(C(N)=O)c1NC1=NCCCCC1 | i | 1.6 | 1.6 | 7.9 | 8% | -2.6 | 1219 | -1.1 | -0.045 | -0.23 | 0.39 | 1 | -12 | · | · | i | 10 | 14%
CCn1nc(C)c(/C=N/NC(=O)c2nc3nc(C)cc(C)n3n2)c1C | i | · | · | · | 4% | 0.7 | 1338 | -0.7 | -0.23 | -0.34 | 0.95 | · | · | · | · | i | 12 | 6%
COc1ccc(/C=N/NC(=O)C(Cc2c[nH]c3ccccc23)NC(=O)OCC(C)C)cc1[N+](=O)[O-] (stereo unspecified) | · | 1.5 | 1.1 | 1.0 | 3% | · | · | 0.86 | -0.21 | -0.17 | -0.28 | 20 | 21 | i | 2 | i | 17 | -3%
SMILES | Yfh1-off respiration | MT stabilize HCS | MT stabilize HCS Hoechst-high % | MT stabilize HCS cytotoxicity % | P. falciparum M1AAP | b-catenin transl | b-catenin transl cell count 5 µM | Dynein cargo inh | Dynein cargo inh cytoplasmic EGFP | Dynein cargo inh nuclear GR-EGFP | Dynein cargo inh cell count | WT yeast gro inh | WT yeast gro inh mutant strain | Autophagy HCS | Autophagy HCS cell loss 18 h | T cell HTS | T cell HTS vesicle-bound % | P. falciparum M17LAP
COc1ccc(CCNC(=O)CC2Oc3ccc(Cl)cc3NC2=O)cc1OC (stereo unspecified) | i | 4.2 | 3.1 | 2.2 | -2% | · | · | 0.72 | -0.11 | 0.74 | -0.73 | 12 | 8 | i | 7 | i | 61 | 2%
O=C(Nc1ccccc1-c1nnn(CC(=O)N2CCOCC2)n1)c1ccc(F)cc1 | i | 2.3 | 1.4 | 4.6 | 8% | 0.4 | 1410 | -1 | -0.33 | -0.48 | 1.1 | 3 | 5 | i | 0 | i | 61 | -13%
CC(C)=C1C2C=CC1C(C(=O)Nc1cc(C)ccc1C)C2C(=O)O (stereo unspecified) | i | 3.7 | 1.7 | 0.9 | -2% | -0.8 | 1114 | -0.25 | -0.22 | 0.14 | 1.1 | 3 | 0 | i | -1 | i | 61 | 10%
O=S(=O)(Nc1nc2ccccc2nc1NCc1ccco1)c1ccc(Cl)cc1 | i | 3.6 | 0.6 | 26 | 30% | 0.8 | 973 | 1.6 | 0.12 | 1 | -0.44 | 58* | 19* | i | 4 | i | 21 | 43%
O=C(C1CCC1)N1CCc2cc(S(=O)(=O)N3CCCCC3)ccc21 | · | 4.5 | 1.8 | 4.8 | 2% | · | · | -0.47 | -0.24 | 0.3 | 0.23 | -7 | -9 | i | -1 | i | 29 | 9%
O=C1CCc2cc(S(=O)(=O)NC(Cc3ccccc3)C(=O)NCCC3=CCCCC3)ccc2N1 (stereo unspecified) | i | 3.8 | 2.7 | 7.5 | 0% | · | · | -0.38 | -0.053 | -0.18 | -0.002 | -1 | -4 | i | 2 | i | 30 | -7%
CC(C)Sc1nnc([C@@H]2CCCN2C(=O)OC(C)(C)C)o1 | i | 2.0 | 0.8 | 7.0 | 4% | -5.3 | 1170 | -0.24 | 0.39 | -0.02 | 0.11 | 10 | 11 | i | 2 | i | 31 | -4%
